Screening data as filed in PubChem.
TRPM1 prom inh: inhibitors of MITF-dependent TRPM1 promoter reporter, primary screen, cell-based, SK-MEL-5, single point, luciferase; inhibition, % at 12.5 µM; AID 488899, 2010; SK-MEL-5 TRPM1 promoter luciferase, 24 h; 0.83% of 330,000 active;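 active = mean inhibition across replicates of 60% or more, whatever share of single replicates reaches that level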; also: values of inactives mirror those of a sister screen read the other way
HIF-2a inh: HIF-2a reporter inhibitors, primary screen, luminescence, 786-0 RCC cells. 786-0 RCC cells HIF-2a reporter, luciferase luminescence, overnight. AID 624352, 2012. inhibition, % at 18.8 µM. 0.72% of 360,000 active;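 active = inhibition of the luminescence signal of 40% or more relative to plate controls, in a single-dose primary screen at 18.75 µM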
Shn3 inh set2: reduction of Shn3 3'UTR firefly luciferase signal, primary screen, Schnurri-3 inhibitor project, cell-based, Clone20 osteoblasts, set 2; Clone20 osteoblast Shn3 3'UTR firefly luciferase, 24 h; inhibition, % at 12.5 µM; 0.52% of 360,000 active; AID 588674, 2011;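 active = mean inhibition of at least 75% with every replicate also reaching 75%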;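 also: 0% = median of neutral control wells and 100% = pilot-screen positive control compound; some compounds past the cut are filed as inactive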
TROY signal inh: inhibitors of TROY-driven NF-kB signaling, primary screen, Q293 LMP1-TROYcd cells, NF-kB luciferase, uHTS; 0.98% of 360,000 active; Q293 LMP1-TROYcd NF-kB luciferase reporter, 4 h; inhibition, % at 10 µM; AID 1347056, 2019;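 active = compounds whose plate-normalised and pattern-corrected inhibition of the luciferase reporter signal at the single screening dose is 50% or more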
NR2E3 ag-1: inhibitors of NR2E3-RetCOR corepressor binding, primary screen, NR2E3 agonist project, biochemical, TR-FRET, GST-NR2E3, biotin-RetCOR. Photoreceptor-specific nuclear receptor (Homo sapiens), Q9Y5X4. 1536-well. inhibition of corepressor binding, % at 4.78 µM. 0.12% of 320,000 active. AID 2300, 2010;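 active = percent inhibition above the cutoff of mean plus 3 SD of all tested compounds, set per screening campaign, cut at about 20% in these data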;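 also: 0% = DMSO wells and 100% = biotin wells as full block of FRET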
Target sequence (Q9Y5X4 whole entry, looked up): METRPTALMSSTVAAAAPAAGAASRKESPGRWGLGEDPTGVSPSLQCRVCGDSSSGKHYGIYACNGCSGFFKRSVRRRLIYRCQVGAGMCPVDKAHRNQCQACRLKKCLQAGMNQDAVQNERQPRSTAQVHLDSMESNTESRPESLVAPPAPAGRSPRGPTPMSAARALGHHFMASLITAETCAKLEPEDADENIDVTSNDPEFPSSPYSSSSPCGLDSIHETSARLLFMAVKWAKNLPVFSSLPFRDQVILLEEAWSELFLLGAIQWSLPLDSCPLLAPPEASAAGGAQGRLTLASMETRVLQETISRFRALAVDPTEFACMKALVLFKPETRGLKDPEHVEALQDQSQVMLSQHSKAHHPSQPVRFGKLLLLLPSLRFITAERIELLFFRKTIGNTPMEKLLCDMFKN
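Material: NR2E3–RetCOR corepressor complex / Incubation: Compound–protein incubation for 5 h at 4 °C / Dosing: compound at 4.8 µM, single dose / Detection: time-resolved FRET / Benchmarks: high control biotin, low control 0.6% DMSO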
Peg3 prom inh: Peg3 promoter-driven luciferase inhibitors, primary screen, cell-based, HeLa, luciferase luminescence. 1.7% of 360,000 active. inhibition, % at 20 µM. HeLa PEG-Prom luciferase reporter, overnight. AID 588405, 2011;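 active = inhibition of at least 50% at 20 µM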
CF NFkB block: inhibitors of PAF-induced NF-kB signaling, primary screen, cell-based, GFP fluorescence, uHTS. KKLEB NF-kB-GFP reporter, GFP fluorescence overnight. inhibition, % at 5 µM. 0.86% of 360,000 active. AID 588850, 2011;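 active = at least 50% inhibition at 5 µM, scaled per plate between neutral and stimulator controls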;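 also: PAF is a Pseudomonas aeruginosa culture filtrate used as stimulus; plate controls were PAF-stimulated DMSO wells for no effect and unstimulated DMSO wells for full effect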
KKLEB tox: cytotoxicity in KKLEB CF airway cells, primary screen, cytotoxicity control for CF NF-kB inhibitor project, cell-based, uHTS, fluorescence assay plates. KKLEB CF airway cells viability, ATPlite luminescence, overnight; hits give low values; cells stimulated with P. aeruginosa culture filtrate. activity change (cytotoxicity), % at 5 µM. 0.36% of 360,000 active;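 active = corrected activity change at or below -50% at 5 µM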
TWEAK-Fn14 inh: inhibitors of TWEAK-Fn14 signaling, primary screen, luciferase reporter cells, uHTS; TWEAK-stimulated Fn14 reporter cells, luciferase luminescence, 8 h; inhibition, % at 10 µM; 2% of 360,000 active; AID 1159606, 2016; in the data active = inhibition above about 50%
NR2E3 ag-2: NR2E3 agonists in two-hybrid cells, primary screen, cell-based, luminescence, CHO-S, Gal4-NCOR/VP16-NR2E3; luciferase; 0.35% of 360,000 active; inhibition of corepressor binding, % at 3.98 µM; AID 602229, 2012; Photoreceptor-specific nuclear receptor (Homo sapiens), Q9Y5X4;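 active = inhibition above the mean of all tested compounds plus 3 SD, cut at about 70% in these data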;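 also: 0% = DMSO with NR2E3 transfected cells and 100% = cells lacking NR2E3 construct; higher means lower luciferase signal from less NR2E3 corepressor binding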
C8 TRAIL sens: viability loss with TRAIL in NB7+C8 cells, primary screen, TRAIL sensitizer project, cell-based, ATPlite luminescence; inhibition (viability loss, TRAIL sensitization), % at 10 µM; 1% of 360,000 active; AID 624354, 2012;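 active = compounds causing at least 50% loss of cell viability in the single-dose screen, relative to plate controls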
Active calls of the source: *; x = no result given. An excerpt; rates above refer to the full screens.

SMILES	TRPM1 prom inh	HIF-2a inh	Shn3 inh set2	TROY signal inh	NR2E3 ag-1	Peg3 prom inh	CF NFkB block	KKLEB tox	TWEAK-Fn14 inh	NR2E3 ag-2	C8 TRAIL sens
COC(=O)C1(Cc2ccccc2)NC(c2ccccc2C)C2C(=O)N(c3ccc4c(c3)OCO4)C(=O)C21 (stereo not drawn)	2	15	8	9	3	5	18	-11	1	-14	1
O=C(NNC(=O)C1CCN(c2ncccn2)CC1)c1ccc(Cl)cc1	-1	3	-2	-3	2	5	-6	8	1	-7	-3
CCOC(=O)Nc1ccc(S(=O)(=O)NC2CCCCC2)cc1	6	26	37	21	-1	24	25	-15	8	4	13
CCOC(=O)N1CCN(C(=O)c2cc(C)no2)CC1	-7	9	-11	5	1	8	4	-11	7	-2	2
O=C(C[n+]1cccc(O)c1)NCc1ccc(Cl)cc1	-4	6	1	-8	0	6	-11	-3	20	-1	-8
O=S(=O)(c1cccc(-c2nnc3n2CCCCC3)c1)N1CCCC1	-2	13	22	13	-2	8	10	-2	-4	14	0
CCOC(=O)c1nnn(CC(=O)Nc2ccccc2OC)c1C(=O)OCC	13	14	-3	-5	3	12	2	3	-5	0	5
CCCc1nn2c(=O)cc(CSCC(=O)Nc3ccc(F)cc3)nc2s1	4	4	10	8	1	-8	3	-3	-16	12	-9
CC(=O)Nc1ccc(N2C(=O)CC(Sc3nccc(C)n3)C2=O)cc1 (stereo not drawn)	-4	19	-7	-6	3	8	-16	4	4	20	10
Cc1ccc(C)n1CCN1CCN(C(=O)c2ccco2)CC1	-61	-4	-15	2	1	-5	-2	7	-4	-11	-4
Cc1cccc(C)c1OCC(=O)Nc1cccc(S(=O)(=O)N2CCCC2)c1	6	7	37	1	-1	27	13	-2	10	-16	2
CCOC(=O)c1nnsc1-c1ccc(-c2snnc2C(=O)OCC)cc1	-7	5	23	19	-4	18	-2	5	-4	-16	-11
COc1ccc(NC(=O)c2ccncc2)cc1S(=O)(=O)N1CCCCC1	x	8	5	17	x	-8	-31	0	8	-9	-3
COc1ccc(NC(=O)C2CCN(S(=O)(=O)c3c(C)noc3C)CC2)cc1Cl	-5	4	-6	5	5	2	8	7	-8	-31	-8
CN(C(=O)CNC(=O)c1ccc(Br)o1)C1CCCCC1	-34	-48	9	-5	1	-43	-16	11	-7	-20	11
CCc1ccc(C2CC(=O)NC(SCC(=O)OC(C)C)=C2C#N)cc1 (stereo not drawn)	0	-69	4	-31	5	-87	-2	6	3	4	8
O=C1CCN(Cc2ccccc2)N1	-9	14	-10	7	4	1	3	10	-22	-13	-14
CCCCCN(C(=O)CCC(=O)OCC(=O)N(CC#N)c1ccccc1)c1c(N)n(CCCC)c(=O)[nH]c1=O	0	7	-4	-29	2	-12	-11	-5	-3	-10	-15
CC(=O)Nc1ccc(C2=NN(CC#N)C(=O)SC2)cc1	5	-1	-9	-3	2	12	-23	8	2	-14	-21
COc1ccc(C(=O)CSc2nc(C)cc(C)n2)cc1C	-11	-16	-5	5	-2	10	9	-11	-11	-14	-16
CCc1nc2ccc(C(=O)Nc3ccc(C(N)=O)cc3)cn2c1N(CCC(C)C)CCN(C)C	x	0	-11	-4	x	-9	-8	0	12	-19	-17
COc1cc(C(=O)NC2CCN(CC(=O)NC3CCCCC3)CC2)cc(OC)c1OC	-5	3	7	0	2	-16	-23	6	31	-32	-7
O=C(NCCN1CCN(c2ccccc2)CC1)c1cccc(Cl)c1	5	2	-28	-10	3	4	-1	-3	7	-10	-6
COc1ccc(CCNC(=O)CCCN2C(=O)c3ccccc3C2=O)cc1	-2	0	16	1	5	12	-2	16	4	1	-7
Cc1ccc(OCCC(=O)Nc2cc(S(=O)(=O)N3CCOCC3)ccc2N2CCCC2)cc1	-2	13	5	-8	x	8	17	-11	12	0	-20
CCN(CC)CCN(Cc1cc2cc(C)c(C)cc2[nH]c1=O)C(=S)NCc1ccco1	5	7	19	3	-2	21	7	-8	-15	-24	-5
CC(C)(C)c1ccc(-n2ncc3c2CCCC3NC(=O)C2(C(N)=O)CC2)cc1 (stereo not drawn)	10	-29	85	5	-2	-22	-9	5	3	100*	26
CCC(=O)Nc1nnc(SCC(=O)Nc2cccc(Cl)c2)s1	-3	0	5	2	1	0	3	-4	2	-17	5
CC(C)(C)OC(=O)NCc1ccc(CNC(=O)c2[nH]cnc2C(=O)NCC(=O)OCc2ccccc2)cc1	-2	13	12	46	3	52*	-6	-2	17	-18	14
Cc1csc(Nc2nc(N)c(C(=O)Nc3cc(Cl)ccc3F)o2)n1	-38	-24	1	-35	0	-16	-11	-22	23	-24	1

By substructure: those above containing a furan ring, fused or not
SMILES	TRPM1 prom inh	HIF-2a inh	Shn3 inh set2	TROY signal inh	NR2E3 ag-1	Peg3 prom inh	CF NFkB block	KKLEB tox	TWEAK-Fn14 inh	NR2E3 ag-2	C8 TRAIL sens
Cc1ccc(C)n1CCN1CCN(C(=O)c2ccco2)CC1	-61	-4	-15	2	1	-5	-2	7	-4	-11	-4
CN(C(=O)CNC(=O)c1ccc(Br)o1)C1CCCCC1	-34	-48	9	-5	1	-43	-16	11	-7	-20	11
CCN(CC)CCN(Cc1cc2cc(C)c(C)cc2[nH]c1=O)C(=S)NCc1ccco1	5	7	19	3	-2	21	7	-8	-15	-24	-5

More compounds follow.
SMILES	TRPM1 prom inh	HIF-2a inh	Shn3 inh set2	TROY signal inh	NR2E3 ag-1	Peg3 prom inh	CF NFkB block	KKLEB tox	TWEAK-Fn14 inh	NR2E3 ag-2	C8 TRAIL sens
O=C(Cc1ccccc1F)Nc1cc(S(=O)(=O)N2CCOCC2)ccc1N1CCOCC1	13	6	-8	-11	1	-2	-24	14	-4	0	-16
O=C(c1cnn(C(=O)COc2ccccc2F)c1)c1cc(F)ccc1O	3	9	-7	9	0	-4	18	2	-15	11	-18
COc1ccc(/C=C(\NC(=O)c2ccccc2)C(=O)OC[C@@H]2CCC[N+]3(C)CCCCC23)cc1OC (stereo partly drawn)	13	15	-10	1	-2	-3	7	11	20	-19	5
CCOc1ccc(N/C(C)=C/C(=O)c2ccc3c(c2)OCCO3)cc1	-58	-213	-111	-34	2	-369	-20	0	2	8	2
COc1ccccc1CNC(=O)CN(C)S(=O)(=O)c1ccc(F)cc1	9	8	14	1	-2	-3	-6	-1	3	-9	-2
CC(C)(C)c1ccc(C(=O)NCc2nnc(SCC(=O)NC3CCCC3)o2)cc1	-1	-1	9	-10	1	4	12	17	-2	0	-6
NC(=O)COC(=O)CCCc1nc2ccccc2s1	8	8	20	-24	0	11	-4	5	-2	-4	-13
O=C(/C(=N\O)n1cncn1)c1ccc(Br)cc1Br	-9	-11	-14	-13	2	5	-11	-6	19	11	-17
CCOc1ccc(NC(=O)c2ccc(NC(=S)NC3CC3)cc2)cc1	-1	-11	0	-16	3	-51	-2	6	-7	-19	8
CCCCOC(=O)Nc1nc(C)c(C(=O)OCC)s1	-34	-132	-39	-34	7	-85	-12	3	-19	-65	6
CCC(C(=O)NC1CCCCC1)n1c(SCc2ccccc2F)nc2ccncc21 (stereo not drawn)	x	-74	-11	-25	1	-34	-2	2	-23	-25	36
COC(=O)C1=C(C(=O)OC)C2C(C)=CC(C)=CN2C(C(=O)OC)=C1C(=O)OC (stereo not drawn)	-6	10	0	10	-3	10	26	0	2	-6	-10
O=C(Cc1ncc(C(F)(F)F)cc1Cl)NCc1ccco1	-14	24	-18	17	5	12	-6	-2	3	4	4
O=C(/C=C/Nc1cccc([N+](=O)[O-])c1)c1ccco1	-71	-354	-73	-13	1	-236	-13	9	7	-75	12
COc1ccc(S(=O)(=O)N2CCOCC2)cc1C(=O)Nc1ccc(N2CCCCCC2)cc1	-1	0	81	18	x	7	-5	-8	19	40	4
CCn1cc(/C=N/NC(=O)c2ccc3c(c2)OCO3)c(C)n1	15	-11	-3	-32	0	3	16	0	-31	1	-14
Cc1ccc(NC(=O)NC(=O)N(C2CCCCC2)S(=O)(=O)c2ccccc2)cc1	-5	-59	-6	-37	0	-43	8	3	1	-29	15
Cc1cc(C)cc(-n2c3nc4ccccc4nc3c3c(=O)n(Cc4ccco4)cnc32)c1	14	30	7	10	0	23	-7	7	-7	-9	4
O=c1[nH]c(=S)[nH]c2c1C(c1ccc(Cl)cc1)OC(C1CCCCC1)C2 (stereo not drawn)	x	8	-13	20	x	18	8	-34	46	-32	15
O=[N+]([O-])c1cccnc1N/N=C/c1ccccc1O	1	-166	75	18	-3	-132	-19	5	20	-64	51*
CCOC(=O)c1ccc(N/C=C2/CCCC(C)C2=O)cc1 (stereo not drawn)	-77	-157	-36	-2	3	-190	-5	-3	-5	-14	1
O=C(COc1ccc2ccc(=O)oc2c1)NCC(O)c1ccccc1 (stereo not drawn)	-8	1	16	-14	0	2	6	-1	-10	0	-15
Cn1c(=O)n(C)c2cc(/C=N/N=C3/NC(=O)C(CC(=O)O)S3)ccc21 (stereo not drawn)	9	6	-4	-2	6	-5	-6	17	-9	8	4
O=C1c2ccccc2C(=O)N1CCSc1nnc(-c2ccco2)n1Cc1ccccc1	-9	-14	3	-42	4	-1	-17	16	-14	3	1
CCN(CC(=O)Nc1ccc(NC(C)=O)cc1)C(=O)c1cc([N+](=O)[O-])ccc1Sc1ccc(Cl)cc1	13	12	2	-23	x	12	4	-16	12	-1	25
COc1ccccc1C(CNc1ccc(S(=O)(=O)N2CCCC2)cc1[N+](=O)[O-])N(C)C (stereo not drawn)	20	26	68	-14	2	40	1	-18	9	8	65*
CCCc1nc2ccccc2c(=O)n1-c1c(C)n(C)n(-c2ccccc2)c1=O	3	8	-6	x	2	9	11	10	8	8	4
O=C1CC(N2CCN(c3ccccc3F)CC2)C(=O)N1c1ccc2c(c1)OCCO2 (stereo not drawn)	2	14	-5	20	5	-2	0	11	-8	-7	-5
O=C(NCCCn1ccnc1)c1sc2cc([N+](=O)[O-])ccc2c1Cl	x	-109	-15	-39	x	-70	-48	2	-40	-11	18
COc1cc(OC)cc(C(=O)Nc2ccc(Cn3ccnc3)cc2)c1	-22	-80	-23	-25	-1	-30	-9	6	3	-21	-18
CC(NC(=O)c1ccco1)c1nc(-c2ccccc2Cl)no1 (stereo not drawn)	1	-8	38	4	0	-6	-10	6	26	3	-6
CS(=O)(=O)n1nc(OC(=O)c2cc(Br)ccc2Cl)cc1N	0	22	11	5	-1	17	5	1	8	-14	2
